Bioassay records as filed in PubChem BioAssay.
CHO parental Ca – signal in parental CHO cells, OX1R antagonist counter-screen | parental CHO-K1, ATP-induced calcium, Fluo-8 fluorescence | inhibition, % at 5.6 µM | actives 0.63% (n = 330,000) | AID 463079;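 active = inhibition above that plate's mean sample inhibition plus 3 SD, cut at about 26% in these data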;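 note: 0% = ATP-challenged DMSO wells and 100% = DMSO wells without ATP; some compounds past the cut are filed as inactive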
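material = parental CHO cells | also added = ATP as calcium-mobilizing challenge | dosing = single point at 5.6 µM | detection = intracellular calcium via Fluo-8 no-wash fluorescent dye | read-out = % inhibition | benchmarks = low control ATP plus DMSO, high control DMSO only | repeats = one well per compound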
M1 ag parental – M1 agonist counterscreen hit in parental CHO-K1 cells | Fluo-8 calcium fluorescence; scaled to maximal ATP response, vehicle zero | activation, % at 3 µM | actives 0.48% (n = 360,000); in the data active = activation above about 15%;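 note: untransfected CHO-K1 host cells lacking M1 receptor as counterscreen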
TAAR1 antag – human TAAR1 antagonism; actives 1.5% (n = 360,000); inhibition, % at 3 µM; Q96RJ0; CHO RD-HGA16 TAAR1, Fluo-8 calcium fluorescence, antagonist;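 active = inhibition above a per-plate cutoff, the mean inhibition of test compounds on that plate plus 3 SD, cut at about 49% in these data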;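 note: 0% = DMSO plus EC80 beta-PEA response and 100% = DMSO alone without agonist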
Target sequence (Q96RJ0 whole entry, looked up): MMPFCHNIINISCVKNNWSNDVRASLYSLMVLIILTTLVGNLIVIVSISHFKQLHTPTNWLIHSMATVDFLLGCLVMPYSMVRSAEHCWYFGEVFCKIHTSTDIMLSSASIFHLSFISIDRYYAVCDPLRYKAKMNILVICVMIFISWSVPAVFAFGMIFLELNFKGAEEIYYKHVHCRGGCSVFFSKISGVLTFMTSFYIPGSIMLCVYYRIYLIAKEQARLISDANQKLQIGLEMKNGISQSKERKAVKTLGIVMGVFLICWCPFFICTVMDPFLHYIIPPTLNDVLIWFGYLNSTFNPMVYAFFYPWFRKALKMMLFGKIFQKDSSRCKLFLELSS
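Assay system: RD-HGA16 CHO cells with stable hTAAR1 and Gα16 / Reagent: EC80 β-phenethylamine stimulus / Doses: 3 µM, single point / Timing: dye loading 75 min at 37 °C, then 30 min room temperature / Measured by: Fluo-8 intracellular calcium dye fluorescence, real-time kinetic reads / Controls: vehicle wells and EC80 agonist wells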
M1 PAM parental – nonselective activator or artifact in parental CHO-K1 calcium assay. ATP EC20, Fluo-8 calcium fluorescence; 0% at ATP EC20, 100% at ATP max. activation, % at 3 µM. actives 0.02% (n = 360,000);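 active = activation above the run cutoff, the mean activation of all test compounds plus 3 SD, cut at about 40% in these data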;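 note: peak over basal fluorescence ratio in a 140 s read after ATP addition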
TAAR1 agonist – human TAAR1 agonism. Q96RJ0. CHO RD-HGA16 TAAR1, Fluo-8 calcium fluorescence; vehicle wells 0%, saturating PEA agonist 100%. activation, % at 3 µM. actives 0.99% (n = 360,000). AID 624467;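 active = activation above the mean activation of all test compounds in the run plus 3 SD, cut at about 38% in these data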
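System: CHO-derived RD-HGA16 cells with stable Gα16 and human TAAR1. Times: 17-24 h plating, Fluo-8 75 min 37 °C, 30 min RT. Measured by: calcium-sensitive Fluo-8 signal, excitation 470-495, emission 515-575 nm. Read-out basis: % activation relative to PEA EC100 response. Control set: DMSO and PEA EC100. Repeats: no replicates (n 1).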
CHO-K1 Ca antag – M1 antagonist counterscreen hit in parental CHO-K1 cells | actives 0.6% (n = 360,000) | AID 602250 | ATP-induced calcium, Fluo-8 fluorescence | inhibition, % at 3 µM;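 active = inhibition above a per-plate cutoff, the plate's mean sample inhibition plus 3 SD, cut at about 24% in these data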;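 note: 0% = DMSO plus EC80 ATP and 100% = DMSO alone without ATP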
CHRM1 antagonist – antagonists of human M1 muscarinic receptor; P11229; CHO-K1 hM1, Fluo-8 calcium fluorescence, ACh EC80 antagonist; inhibition, % at 3 µM; actives 1.3% (n = 360,000); AID 588852;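 active = percent inhibition above its own plate's cutoff, namely the mean of that plate's compound wells plus 3 SD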;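 note: peak over basal fluorescence ratio during 140 s after agonist addition; 0% = ACh EC80 plus DMSO and 100% = DMSO alone without agonist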
Target sequence (P11229 whole entry, looked up): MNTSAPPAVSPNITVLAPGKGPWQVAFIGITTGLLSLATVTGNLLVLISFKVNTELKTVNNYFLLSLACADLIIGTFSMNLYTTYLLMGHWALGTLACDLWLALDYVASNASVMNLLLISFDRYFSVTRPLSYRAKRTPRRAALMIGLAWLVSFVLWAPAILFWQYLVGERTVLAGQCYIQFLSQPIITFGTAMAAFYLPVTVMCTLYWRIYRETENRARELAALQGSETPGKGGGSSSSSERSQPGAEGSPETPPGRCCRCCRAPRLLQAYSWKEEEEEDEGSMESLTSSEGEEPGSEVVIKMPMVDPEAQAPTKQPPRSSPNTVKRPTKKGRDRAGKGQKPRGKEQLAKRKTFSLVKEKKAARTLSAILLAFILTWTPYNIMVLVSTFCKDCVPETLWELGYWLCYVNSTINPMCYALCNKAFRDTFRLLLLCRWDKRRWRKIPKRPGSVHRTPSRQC
M1 ag – activates human CHRM1 receptor; P11229; CHO-K1 hM1, Fluo-8 calcium fluorescence, agonist mode; 0% DMSO, 100% acetylcholine EC100; activation, % at 3 µM; actives 0.33% (n = 360,000);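 active = activation above the run's mean compound activation plus 3 SD, cut at about 16% in these data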;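 note: peak over basal fluorescence ratio within a 140 s kinetic read after compound addition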
M1 PAM – positive allosteric modulators of human M1 muscarinic receptor. P11229. CHO-K1 hM1, Fluo-8 calcium fluorescence, ACh EC20; 0% = ACh EC20, 100% = maximal ACh. actives 0.088% (n = 360,000). AID 588819. activation, % at 3 µM; in the data active = activation above about 19%, passing the limit was not always enough
Active calls of the source: *.

How did CCOC(=O)C1CCN(c2ccc(C(N)=O)cc2[N+](=O)[O-])CC1 do in these assays?
CHO parental Ca: 7; M1 ag parental: 4.7; TAAR1 antag: 9; M1 PAM parental: 24; TAAR1 agonist: 8; CHO-K1 Ca antag: -5; CHRM1 antagonist: -1; M1 ag: -4; M1 PAM: 7

Results for C/C(CC(=O)Nc1cc(C)ccn1)=N\NC(=O)c1cccc(C)c1O ?
CHO parental Ca: -17; M1 ag parental: 3.7; TAAR1 antag: 11; M1 PAM parental: 4; TAAR1 agonist: 4; CHO-K1 Ca antag: -12; CHRM1 antagonist: 13; M1 ag: -4; M1 PAM: -3

How did COc1ccc(NC(=O)C2CCCN(c3c4c(nc5ncnn35)CCC4)C2)cc1 (stereo not drawn) do in these assays?
CHO parental Ca: -10; M1 ag parental: -0.3; TAAR1 antag: 5; M1 PAM parental: 19; TAAR1 agonist: 1; CHO-K1 Ca antag: -12; CHRM1 antagonist: -9; M1 ag: -8; M1 PAM: 8

How did Cc1ccc(-c2cc([C@H]3[C@@H]4C=CCC[C@@]4(C)C(=O)N3Cc3ccccc3)ccc2F)cc1 do in these assays?
CHO parental Ca: -40; M1 ag parental: -0.9; TAAR1 antag: -1; M1 PAM parental: -2; TAAR1 agonist: 2; CHO-K1 Ca antag: 10; CHRM1 antagonist: 2; M1 ag: -2; M1 PAM: 2

What do the screens show for `Cc1ccc2nc(NC(=O)C3CCN(C(=O)c4ccc(F)cc4)CC3)sc2c1`?
CHO parental Ca: -17; M1 ag parental: 0.5; TAAR1 antag: -36; M1 PAM parental: 4; TAAR1 agonist: 12; CHO-K1 Ca antag: -6; CHRM1 antagonist: 1; M1 ag: -2; M1 PAM: 2

Results for COc1cc(/C=C(/NC(=O)c2ccccc2)C(=O)N2CCOCC2)c([N+](=O)[O-])cc1OC ?
CHO parental Ca: 1; M1 ag parental: 0.2; TAAR1 antag: -13; M1 PAM parental: -7; TAAR1 agonist: 2; CHO-K1 Ca antag: 8; CHRM1 antagonist: -8; M1 ag: -1; M1 PAM: 10

How did CCCc1nc2c3ccccc3ccn2c1Cc1ccccc1C(F)(F)F do in these assays?
M1 ag parental: 0.8; TAAR1 antag: -29; M1 PAM parental: 19; TAAR1 agonist: 16; CHO-K1 Ca antag: -16; CHRM1 antagonist: 1; M1 ag: -5; M1 PAM: -11

What do the screens show for `O=C(CCCCCNc1nc(=S)[nH]c2ccccc12)NCCc1c[nH]c2ccccc12`?
CHO parental Ca: -24; M1 ag parental: 4.6; TAAR1 antag: 42; M1 PAM parental: 2; TAAR1 agonist: 23; CHO-K1 Ca antag: 0; CHRM1 antagonist: 12; M1 ag: -5; M1 PAM: -11

What do the screens show for `CN(C)c1ccc(C(=S)N2CCOCC2)cc1Br`?
CHO parental Ca: -2; M1 ag parental: 0.0; TAAR1 antag: 11; M1 PAM parental: 12; TAAR1 agonist: -1; CHO-K1 Ca antag: -14; CHRM1 antagonist: 0; M1 ag: -5; M1 PAM: 2

Results for Cc1cc(NC(=O)C(C)SCC(=O)OCc2ccc(Cl)cc2Cl)no1 (stereo not drawn) ?
CHO parental Ca: -17; M1 ag parental: -0.1; TAAR1 antag: -14; M1 PAM parental: 0; TAAR1 agonist: 6; CHO-K1 Ca antag: -15; CHRM1 antagonist: -5; M1 ag: -6; M1 PAM: 0

Reprinted at random: 2 records from the list.
What do the screens show for `O=C(CCCCCNc1nc(=S)[nH]c2ccccc12)NCCc1c[nH]c2ccccc12`?
CHO parental Ca: -24; M1 ag parental: 4.6; TAAR1 antag: 42; M1 PAM parental: 2; TAAR1 agonist: 23; CHO-K1 Ca antag: 0; CHRM1 antagonist: 12; M1 ag: -5; M1 PAM: -11

How did CCCc1nc2c3ccccc3ccn2c1Cc1ccccc1C(F)(F)F do in these assays?
M1 ag parental: 0.8; TAAR1 antag: -29; M1 PAM parental: 19; TAAR1 agonist: 16; CHO-K1 Ca antag: -16; CHRM1 antagonist: 1; M1 ag: -5; M1 PAM: -11

The list goes on.
How did COc1cccc(N=C2SC(CC(=O)Nc3ccccc3)C(=O)N2Cc2ccccn2)c1 (stereo not drawn) do in these assays?
CHO parental Ca: -13; M1 ag parental: 2.7; TAAR1 antag: -24; M1 PAM parental: 24; TAAR1 agonist: 3; CHO-K1 Ca antag: -6; CHRM1 antagonist: -7; M1 ag: -7; M1 PAM: 9

What do the screens show for `NC(=O)C1CCN(C(=O)CN(c2cccc(C(F)(F)F)c2)S(=O)(=O)c2ccccc2)CC1`?
CHO parental Ca: -3; M1 ag parental: 1.7; TAAR1 antag: -15; M1 PAM parental: 19; TAAR1 agonist: 0; CHO-K1 Ca antag: 6; CHRM1 antagonist: -9; M1 ag: -1; M1 PAM: 9

How did COc1cccc(C(=O)/C=C/Nc2ccc(S(=O)(=O)Nc3ccc(C(C)=O)cc3)cc2)c1 do in these assays?
CHO parental Ca: 4; M1 ag parental: 1.4; TAAR1 antag: 16; M1 PAM parental: 14; TAAR1 agonist: 9; CHO-K1 Ca antag: -6; CHRM1 antagonist: -1; M1 ag: -5; M1 PAM: 5

How did Cc1cccc(-n2c(O)cnc2Nc2nc(C)cc(C)n2)c1 do in these assays?
CHO parental Ca: -9; M1 ag parental: 4.6; TAAR1 antag: 12; M1 PAM parental: 12; TAAR1 agonist: 1; CHO-K1 Ca antag: 1; CHRM1 antagonist: 8; M1 ag: -7; M1 PAM: -8

What do the screens show for `O=C(NCCCCc1ccccc1)c1cccc(NC(=O)C2CC2)c1`?
M1 ag parental: 1.4; TAAR1 antag: 22; M1 PAM parental: 4; TAAR1 agonist: 4; CHO-K1 Ca antag: 2; CHRM1 antagonist: -7; M1 ag: 0; M1 PAM: 2

How did C=C(C)c1cccc(C(C)(C)NC(=O)Nn2cnnc2)c1 do in these assays?
CHO parental Ca: -8; M1 ag parental: 0.1; TAAR1 antag: -1; M1 PAM parental: 7; TAAR1 agonist: 3; CHO-K1 Ca antag: -17; CHRM1 antagonist: 1; M1 ag: -5; M1 PAM: -3

Results for CCCCCc1c(-c2cccc(OC)c2)ncn1CCc1ccccc1OC ?
M1 ag parental: 4.7; TAAR1 antag: 48; M1 PAM parental: 9; TAAR1 agonist: 21; CHO-K1 Ca antag: 6

Results for CC1CCC(C(=O)NNC(=O)c2cc(-c3ccco3)[nH]n2)CC1 (stereo not drawn) ?
CHO parental Ca: 4; M1 ag parental: 0.2; TAAR1 antag: -19; M1 PAM parental: 0; TAAR1 agonist: 0; CHO-K1 Ca antag: -4; CHRM1 antagonist: -11; M1 ag: -3; M1 PAM: 8

How did CCOC(=O)CC(=O)CSc1nc2c(cc1C#N)CCC2 do in these assays?
CHO parental Ca: -8; M1 ag parental: 0.9; TAAR1 antag: -6; M1 PAM parental: 13; TAAR1 agonist: 9; CHO-K1 Ca antag: -10; CHRM1 antagonist: -8; M1 ag: -4; M1 PAM: 1

How did CCC(C(=O)NC(C)(C)C)N(Cc1ccc(OC)cc1)C(=O)c1snc(C(N)=O)c1N (stereo not drawn) do in these assays?
M1 ag parental: 1.9; TAAR1 antag: 0; M1 PAM parental: 6; TAAR1 agonist: 0; CHO-K1 Ca antag: -12; CHRM1 antagonist: -12; M1 ag: -5; M1 PAM: 4

Results for O=C(Nc1cccc(-c2cscn2)c1)C1CCN(Cc2ccsc2)CC1 ?
CHO parental Ca: -17; M1 ag parental: 0.6; TAAR1 antag: 7; M1 PAM parental: -15; TAAR1 agonist: 3; CHO-K1 Ca antag: 12; CHRM1 antagonist: -16; M1 ag: -5; M1 PAM: 6

Results for O=C(CN1CCc2ccccc21)NC(=O)NCc1ccco1 ?
CHO parental Ca: -10; M1 ag parental: 0.3; TAAR1 antag: -11; M1 PAM parental: 9; TAAR1 agonist: 5; CHO-K1 Ca antag: -8; CHRM1 antagonist: -10; M1 ag: -3; M1 PAM: 4

How did O=C1CNC(=O)c2c(nc3n2CCC3)N1 do in these assays?
CHO parental Ca: 9; M1 ag parental: 2.8; TAAR1 antag: -18; M1 PAM parental: 14; TAAR1 agonist: 3; CHO-K1 Ca antag: -14; CHRM1 antagonist: -5; M1 ag: -3; M1 PAM: 8

How did COc1ccc(C(=O)COC(=O)c2cccc(-n3cnnn3)c2)c(OC)c1 do in these assays?
CHO parental Ca: -22; M1 ag parental: 1.0; TAAR1 antag: 34; M1 PAM parental: 10; TAAR1 agonist: 8; CHO-K1 Ca antag: -9; CHRM1 antagonist: -6; M1 ag: -3; M1 PAM: 2

How did CC(=O)Oc1cccc(/C=N\NC(=O)C(=O)N/N=C/c2cccc(OC(C)=O)c2)c1 do in these assays?
CHO parental Ca: -1; M1 ag parental: 0.3; TAAR1 antag: 7; M1 PAM parental: -9; TAAR1 agonist: 2; CHO-K1 Ca antag: 7; CHRM1 antagonist: -7; M1 ag: 4; M1 PAM: 13

Results for COCCn1c(C)cc(C(=O)COC(=O)c2ccc(Br)o2)c1C ?
CHO parental Ca: -14; M1 ag parental: 2.0; TAAR1 antag: -23; M1 PAM parental: -9; TAAR1 agonist: 3; CHO-K1 Ca antag: -6; CHRM1 antagonist: -16; M1 ag: 3; M1 PAM: 13

Results for CC(C)(C)CNC(=O)c1cc2c(Br)ccc(Br)c2nc1N ?
M1 ag parental: 0.1; TAAR1 antag: -1; M1 PAM parental: -6; TAAR1 agonist: -2; CHO-K1 Ca antag: 3

Results for C/C(=N\NC(=O)CCCNc1cccc(C)c1)c1ccncc1 ?
CHO parental Ca: -6; M1 ag parental: 0.7; TAAR1 antag: 0; M1 PAM parental: 3; TAAR1 agonist: 5; CHO-K1 Ca antag: 2; CHRM1 antagonist: -10; M1 ag: -3; M1 PAM: 7

What do the screens show for `COc1cc(C2C(C#N)=C(N)Oc3cc(N(C)C)ccc32)cc2c1OCO2` (stereo not drawn)?
CHO parental Ca: 12; M1 ag parental: 1.0; TAAR1 antag: 20; M1 PAM parental: -3; TAAR1 agonist: 23; CHO-K1 Ca antag: -8; CHRM1 antagonist: -17; M1 ag: 3; M1 PAM: 2

What do the screens show for `C#CCOc1ccccc1CNc1ccccc1`?
CHO parental Ca: -8; M1 ag parental: -0.2; TAAR1 antag: -6; M1 PAM parental: 20; TAAR1 agonist: 1; CHO-K1 Ca antag: -8; CHRM1 antagonist: 0; M1 ag: -9; M1 PAM: 9

What do the screens show for `Cc1ccc(-c2nn(-c3cc(Cl)ccc3[N+](=O)[O-])c(=O)c3ccccc23)cc1`?
CHO parental Ca: -16; M1 ag parental: 0.7; TAAR1 antag: -2; M1 PAM parental: 17; TAAR1 agonist: 2; CHO-K1 Ca antag: -28; CHRM1 antagonist: -9; M1 ag: -3; M1 PAM: 5

Rows were taken by chance; about 4.4% have a hit in one of these screens.
